Assay outcomes: PubChem, The Scripps Research Institute Molecular Screening Center
TbREL1 inh: TbREL1 RNA ligase inhibitors, primary screen, biochemical, FRET fluorescence | RNA-editing ligase 1, mitochondrial (Trypanosoma brucei brucei), P86926 | TbREL1 RNA ligation | inhibition, % at 9.66 µM | hit rate 0.49% among 89,000 | AID 1117264, 2014;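 active = inhibition above the mean inhibition across all screened compounds plus 3 SD, cut at about 11% in these data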;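 also: 0% = plate median of test wells and 100% = NSC42067 control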
Target sequence (P86926 whole entry, looked up): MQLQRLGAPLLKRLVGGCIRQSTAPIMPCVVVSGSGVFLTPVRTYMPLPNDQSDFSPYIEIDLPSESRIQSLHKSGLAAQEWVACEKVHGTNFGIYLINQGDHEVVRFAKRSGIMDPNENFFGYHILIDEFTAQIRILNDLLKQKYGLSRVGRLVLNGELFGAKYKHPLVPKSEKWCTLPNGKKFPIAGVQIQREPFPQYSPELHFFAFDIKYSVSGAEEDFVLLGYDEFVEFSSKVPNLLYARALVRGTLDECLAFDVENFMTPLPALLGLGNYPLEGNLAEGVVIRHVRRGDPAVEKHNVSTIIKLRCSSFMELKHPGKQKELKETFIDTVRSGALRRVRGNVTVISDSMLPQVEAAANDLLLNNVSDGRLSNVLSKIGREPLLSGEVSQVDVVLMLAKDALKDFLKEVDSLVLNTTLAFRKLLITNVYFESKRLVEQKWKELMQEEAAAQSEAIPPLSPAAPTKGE
Active calls of the source: *. Not all compounds are listed (hit frequency here may not be typical).

Start of the data: the first 2 entries as a preview:
SMILES	TbREL1 inh
Cc1ccc(-c2nn(CC(=O)NCc3ccccn3)c(=O)c3ccccc23)cc1S(=O)(=O)N(C)C	-1
O=C(O)CCCNc1ccc(S(=O)(=O)N2CCCCC2)cc1	4

All compounds of this part (from the top)
SMILES	TbREL1 inh
Cc1ccc(-c2nn(CC(=O)NCc3ccccn3)c(=O)c3ccccc23)cc1S(=O)(=O)N(C)C	-1
O=C(O)CCCNc1ccc(S(=O)(=O)N2CCCCC2)cc1	4
Cc1cc(NC(=O)CSc2nnc(C(C)N(C)C)n2-c2ccc(F)cc2)no1 (stereo unspecified)	3
O=C(c1cccc(Br)c1)N1CCN(C(=O)N2CCOCC2)CC1	-1
CCC(=O)N1N=C(c2ccc(NS(=O)(=O)c3ccc(C)cc3)cc2)CC1c1ccco1 (stereo unspecified)	-4
CS(=O)c1ccccc1-c1nc(-c2ccc([N+](=O)[O-])cc2)no1 (stereo unspecified)	5
CCCC(C)NC(=O)CC1Oc2ccccc2NC1=O (stereo unspecified)	0
Cc1cc(C)nc(NC(C)(C)C(=O)O)n1	3
O=C1CCCC2=C1C(c1cccs1)n1nc(SCc3ccccc3)nc1N2 (stereo unspecified)	2
Cc1cc(OCCCN2CCN(Cc3ccccc3)CC2)ccc1[N+](=O)[O-]	7
O=C(CSc1ccc2c(c1)OCCO2)Nc1cccc(S(=O)(=O)N2CCCCC2)c1	3
COc1cc(C2CC(=O)Nc3ccccc3S2)cc(OC)c1OC (stereo unspecified)	-2
CC(C)c1ccccc1N=C1SCCN1C1CCS(=O)(=O)C1 (stereo unspecified)	4
COc1ccc(N2C(=O)CC(N3CCN(c4ccccc4)CC3)C2=O)cc1 (stereo unspecified)	-2
CCOC(=O)C1=CC[C@H]2c3c(c4ccc(OC)cc4n3C)C(=O)C1N2S(=O)(=O)c1ccc(C)cc1	2
Cc1cc(C)cc(SCc2noc(C(=O)NCC3CCCO3)c2C(=O)O)c1 (stereo unspecified)	0
CC(c1nc2ccccc2n1Cc1ccccc1)n1c(-c2cnccn2)nc2ccccc21 (stereo unspecified)	3
Cc1ccc(C(=O)N2CCC(Cc3ccccc3)CC2)cc1[N+](=O)[O-]	1
CCC(C)(C)C1CCC(NC(=O)N2CCN(c3ccccc3O)CC2)CC1 (stereo unspecified)	-2
O=C(NCc1ccco1)Oc1ccccc1	0
COc1cccc(/C=N/Nc2nc(-c3cccnc3)nc3ccccc23)c1	-1
Cc1cccc(NS(=O)(=O)c2cnc[nH]2)c1	-2
CC(=O)N1CCc2cc(S(=O)(=O)NCCC(=O)N3CCN(Cc4ccccc4)CC3)ccc21	-3
c1nnc(NC2=NCCC2)s1	0
O=C(N1CCOCC1)C12CCC3CC(CC(C3)C1)C2	-5
CCNC(=O)NC(=O)C(C)SCc1ccccc1C (stereo unspecified)	-2
O=C(NCCC1=CCCCC1)c1ccc(F)cc1	-2
CC(C)(/C=N/NC(=O)CSCc1ccccc1Cl)CCC#N	3
Cn1nnnc1SCCOc1ccc(C#N)cc1	-2
COc1cc(OC)cc(-c2c(-c3cccs3)c3cc(-c4ccc(CN5CCOCC5)cc4)ccc3n2C)c1	-2

Some of the entries so far, with bars between the fields:
Molecule | TbREL1 inh
COc1cc(C2CC(=O)Nc3ccccc3S2)cc(OC)c1OC (stereo unspecified) | -2
CC(C)c1ccccc1N=C1SCCN1C1CCS(=O)(=O)C1 (stereo unspecified) | 4
COc1ccc(N2C(=O)CC(N3CCN(c4ccccc4)CC3)C2=O)cc1 (stereo unspecified) | -2
CCOC(=O)C1=CC[C@H]2c3c(c4ccc(OC)cc4n3C)C(=O)C1N2S(=O)(=O)c1ccc(C)cc1 | 2
Cc1cc(C)cc(SCc2noc(C(=O)NCC3CCCO3)c2C(=O)O)c1 (stereo unspecified) | 0
CC(c1nc2ccccc2n1Cc1ccccc1)n1c(-c2cnccn2)nc2ccccc21 (stereo unspecified) | 3
Cc1ccc(C(=O)N2CCC(Cc3ccccc3)CC2)cc1[N+](=O)[O-] | 1
CCC(C)(C)C1CCC(NC(=O)N2CCN(c3ccccc3O)CC2)CC1 (stereo unspecified) | -2
O=C(NCc1ccco1)Oc1ccccc1 | 0
COc1cccc(/C=N/Nc2nc(-c3cccnc3)nc3ccccc23)c1 | -1
Cc1cccc(NS(=O)(=O)c2cnc[nH]2)c1 | -2
CC(=O)N1CCc2cc(S(=O)(=O)NCCC(=O)N3CCN(Cc4ccccc4)CC3)ccc21 | -3
c1nnc(NC2=NCCC2)s1 | 0
O=C(N1CCOCC1)C12CCC3CC(CC(C3)C1)C2 | -5
CCNC(=O)NC(=O)C(C)SCc1ccccc1C (stereo unspecified) | -2
O=C(NCCC1=CCCCC1)c1ccc(F)cc1 | -2
CC(C)(/C=N/NC(=O)CSCc1ccccc1Cl)CCC#N | 3
Cn1nnnc1SCCOc1ccc(C#N)cc1 | -2
COc1cc(OC)cc(-c2c(-c3cccs3)c3cc(-c4ccc(CN5CCOCC5)cc4)ccc3n2C)c1 | -2

Later entries:
SMILES	TbREL1 inh
COc1cc(N)c(Cl)cc1C(=O)OCC(=O)c1cccs1	0
O=C(Nc1cccnc1)c1cnc2ccccc2n1	1
O=C(NCc1ccccc1)C1=C[C@H](c2ccc(Br)cc2)C[C@H](OCc2ccc(CO)cc2)O1	5
C[C@H](CO)N1C[C@H](C)[C@@H](CN(C)Cc2ccncc2)Oc2c(NS(=O)(=O)c3cn(C)cn3)cccc2C1=O	-3
O=C1CSC(c2ccc(Cl)cc2)N1c1cccnc1 (stereo unspecified)	1
Cc1csc(SCC(=O)NC2CCCCC2)n1	2
CC(=O)Nc1sc2c(c1-c1nc3ccccc3s1)CCCNC2	7
Cn1c(=O)n(-c2cccc(Cl)c2)c(=O)c2c3c(sc21)COC(C)(C)C3	2
COc1ccc(CNC(=O)C(C)N2C(=O)NC3(CCCCCCC3)C2=O)cc1 (stereo unspecified)	2
Cc1ccc(S(=O)(=O)N2CCC(C(=O)Nc3ccc(S(=O)(=O)N4CCOCC4)cc3)CC2)cc1	-2
O=C(NCC(c1ccc(F)cc1)N1CCOCC1)c1cccnc1Sc1ccc(Cl)cc1 (stereo unspecified)	2
O=C(COC(=O)/C=C/c1ccc(Cl)cc1)NCCN1C(=O)CSC1=O	-3
CC(C)c1ccc(S(=O)(=O)c2ccc(NN)cc2)cc1	-2
O=C(COC(=O)c1ccc(F)c(S(=O)(=O)N2CCOCC2)c1)c1ccccc1	3
Cc1ccc(C(=O)CC(=O)c2cccc(F)c2)c(O)c1	1
COc1ccc(CCN2C(=O)c3ccccc3C2c2nnnn2-c2c(C)cccc2C)cc1OC (stereo unspecified)	1
C#CCNC(=O)C1=C[C@H](c2ccccc2)C[C@H](OCCCCO)O1	-3
Cc1ccc(CNC(=O)C(NS(=O)(=O)c2cccc3nsnc23)C(C)C)cc1 (stereo unspecified)	-1
O=C1c2cccnc2C(=O)N1Cc1ccc(Cl)cc1	-2
CC(C)CC(NC(=O)C1CCC(C)CC1)C(=O)Nc1cccnc1 (stereo unspecified)	-2
CC1(C)CC(N(Cc2ccccc2)C(=O)Cc2ccccc2)CCO1 (stereo unspecified)	1
CC(C)(C)c1ccc(C(=O)Nc2cc(Cl)c(F)cc2C(=O)O)cc1	13*
Cn1cccc1Cc1nnc(SCC(=O)N2CCN(c3ccccc3)CC2)n1-c1ccc(F)cc1	-4
COCc1ccccc1C1=CC(=O)C[C@H](c2ccc(OC)cc2)C1	-1
c1ccc(Cn2nnc3c(N4CCc5ccccc5C4)ncnc32)cc1	2
O=C(CCN1C(=O)C2CCCCC2C1=O)Nc1cc([N+](=O)[O-])ccc1Cl (stereo unspecified)	2
O=C(O)CSCC(=O)N(c1ccccc1)c1ccccc1	4
C/C=C(/C)C(=O)Nc1cccc(C2=NOC3(C2)C[C@H](C(N)=O)N(C(=O)Cc2ccc([N+](=O)[O-])cc2)C3)c1 (stereo partly specified)	-1
COc1ccccc1N1CCN(C(=O)c2ccco2)CC1	-3
COc1cccc(CN2CC(C(=O)NC3CCC(O)CC3)CCC2=O)c1 (stereo unspecified)	2
CC(=O)c1cccc(NC(=O)N2CCCC2C(=O)NCc2ccc(C)cc2)c1 (stereo unspecified)	0
CN1CCN(C(=O)c2cnn3c2NC(c2ccccc2)CC3C(F)(F)F)CC1 (stereo unspecified)	0
CCSc1nc2ccccc2n1CC(N)=O	7
CCOC(=O)[C@H]1[C@H]2COc3ccc(OC)cc3[C@@H]2N2C(=O)c3cc(F)c(F)cc3NC(=O)[C@@]12C	-3
CC(C)NC(=O)COc1nncc2ccccc12	1
CC(C)(C)NC(=O)CSc1nc(Cc2ccccc2)nc2ccccc12	-1
COc1ccc2c(c1)CCN=C2Cc1ccc(OC)c(OC)c1	1
Cc1ccc(NC(=O)C2CCN(S(=O)(=O)c3ccc4c(c3)NC(=O)CO4)CC2)cc1	1
CCOC(=O)c1ccc(S(=O)(=O)N2CCN(C(=O)c3cccc(S(=O)(=O)N4CC(C)OC(C)C4)c3)CC2)cc1 (stereo unspecified)	5
CCOc1ccc(N2C(=O)CC(S/C(N)=N/N=C/c3cccs3)C2=O)cc1 (stereo unspecified)	3
O=C(Nc1ccc(F)c(Cl)c1)c1csc([C@@H]2C[C@H](O)[C@@H](CO)O2)n1	3
Cc1ccc(S(=O)(=O)N2c3ccccc3C[C@H]2CC=C(c2ccccc2)c2ccccc2)cc1	-2
COc1ccc(CN2CCN(Cc3cc4ccccc4o3)CC2CCO)c(F)c1 (stereo unspecified)	0
CC1CC(C)CN(C(=O)COC(=O)c2cc([N+](=O)[O-])ccc2N2CCOCC2)C1 (stereo unspecified)	-3
CC1(C(=O)NCCC(F)(F)F)Cc2c(-c3cccc(C(F)(F)F)c3)ccnc2O1 (stereo unspecified)	-3
Cc1ccc(C(=O)NCC(=O)OCC(=O)c2ccccc2)s1	1
COCc1c(C(=O)OCC(=O)N2c3ccccc3NC(=O)C2(C)C)oc2ccccc12	-2
O=C(CN1C(=O)S/C(=C\c2ccccc2Cl)C1=O)NC1C=CS(=O)(=O)C1 (stereo unspecified)	-1
CC(=O)CC1(O)C(=O)Nc2ccccc21 (stereo unspecified)	4
Cc1[nH]nc2c1C(c1ccc(N(C)C)cc1)C1=C(CC(C)(C)CC1=O)N2 (stereo unspecified)	-12
CC(C)OCCCNCC(O)c1ccccc1 (stereo unspecified)	4
Cc1cccc([C@@H]2[C@@H]3C(=O)N(Cc4ccccc4)C(=O)[C@@H]3[C@]3(C)C(=O)N(c4cccc(F)c4)C(=O)N23)c1	-2
COc1ccc([C@H]2OC(=O)C[C@H]2C(=O)N2CCCCC2)cc1OC	-1
COc1ccc(C2=Nc3cccc4cccc(c34)N2)cc1	-1
COc1ccccc1-n1c(C)c(C(C)=O)c2cc(O)ccc21	-3
COC(=O)C1=C(C)N(C)C(=NCc2ccc(C(F)(F)F)cc2)NC1c1ccc(C(F)(F)F)cc1 (stereo unspecified)	7
O=C(O)/C=C(\Oc1ccccc1)C1(O)CCCCC1	9
O=C(CNc1ccc(Br)cc1)c1ccccc1	8
COC(=O)c1c(NC(=S)NC(=O)c2ccco2)sc2c1CCCC2	-1
CCN(CC)c1ccc(C=Nn2c(-c3ccc(F)cc3)n[nH]c2=S)c(O)c1	-6
New compounds follow
SMILES	TbREL1 inh
Cc1cc(C)nc(/N=C(\N)Nc2cc([N+](=O)[O-])ccc2C)n1	-1
Cc1ccc(S(=O)(=O)N2CCC(C(=O)NCc3cccs3)CC2)cc1	-1
COc1ccc(NC(=O)c2cccc(N3C(=O)C4C5CCC(C5)C4C3=O)c2)cc1 (stereo unspecified)	-4
O=C(O)c1cccc(N(CCO)CCO)c1	1
CCc1ccc(S(=O)(=O)Nc2cc3c(cc2N2CCOCC2)n(C)c(=O)c(=O)n3C)cc1	-4
Cc1ccc2nc(COC(=O)c3cnccn3)cc(=O)n2c1	3
Nc1ccc(S(=O)(=O)N2CCCC2)cc1	0
CCN(C(=O)CSc1nncs1)c1c(N)n(Cc2ccccc2)c(=O)[nH]c1=O	0
CCc1cccc(N(C(=O)c2csnn2)C(C(=O)NC2CCCC2)c2cccnc2)c1 (stereo unspecified)	-4
Cc1n[nH]c(=S)n1/N=C/c1ccc(OCc2ccc(Cl)cc2)cc1	-5
Cn1nnnc1SCC(=O)N1N=C(c2ccc(Cl)cc2)CC1c1ccco1 (stereo unspecified)	3
Cc1cccc(C)c1NC(=O)CN(C)C(=O)c1ccc2c(=O)n3c(nc2c1)CCC3	2
CC(Sc1nnc(-c2ccco2)n1C)C(=O)Nc1ccc(N2CCOCC2)cc1 (stereo unspecified)	-5
CCc1ccc(C(=O)COC(=O)CNC(=O)c2ccc(Br)o2)cc1	9
CCOC(=O)C1CCN(c2ccc(Cl)nn2)CC1	-1
CCN(CC)CCC#CC(O)(c1ccccc1)c1ccccc1	-1
CCOC(=O)C1CCCCN1C(=O)CCc1c(C)nc2cc(-c3ccccc3)nn2c1C (stereo unspecified)	-2
CCCC(=O)NC1CCCc2c1cnn2-c1ccc(C)c(C)c1 (stereo unspecified)	-1
Cc1cc(C)nc(OC(C(=O)O)C(OCC(C)C)(c2ccccc2)c2ccccc2)n1 (stereo unspecified)	2
Cc1cc(OCCOCCN2CCCC2)ccc1C(C)C	2
O=C(N/N=C/C=C/c1ccccc1)c1ccncc1	1
CNC(=O)c1csc(-c2ccncc2)n1	6
O=C(O)c1cccc(S(=O)(=O)Nc2ccccc2C(=O)NCCc2ccccc2)c1	-1
O=[N+]([O-])c1ccc(Cc2nnc(-c3ccc(F)cc3)o2)cc1	-3
CCC1(N(C(C)=O)c2ccc(OC)cc2)C(=O)c2ccccc2C1=O	0
Cc1ccc(C(=O)NC(C)c2nnc(SCC(=O)NC3CCCC3)n2C)cc1 (stereo unspecified)	-5
O=C(CCCN1C(=O)c2cccc3cccc(c23)C1=O)NCCN1CCOCC1	0
CC(=O)c1ccc(NC(=O)c2ccn(C(=O)OCC(C)C)n2)cc1	-1
O=C(COC(=O)C12CC3CC(CC(C3)C1)C2)Nc1ccccc1F	-1
CCCOc1ccc(/C=C2\SC(=S)N(CC3CCCO3)C2=O)cc1 (stereo unspecified)	0
O=C(CSc1nnc(CNC(=O)c2ccc(F)cc2)o1)Nc1nccs1	7
COCCSc1nnc(NC(=O)c2cc(C(=O)OC)cc([N+](=O)[O-])c2)s1	0
O=C(Nc1ccc2oc(=O)ccc2c1)c1ccco1	0
Cc1nc(C)c(CCNC(=O)c2ccccc2)s1	4
COc1ccc(C(=O)OCC(=O)c2c(N)n(C)c(=O)n(C)c2=O)c(OC)c1OC	-1
